Screening data: PubChem BioAssay, several laboratories
PLAP inhibition: PLAP enzyme inhibitors, biochemical, luminescence, HTS (AID 690); Alkaline phosphatase, placental type (Homo sapiens); inhibition, % at 20 µM; hits with a dose series show IC50 in µM; hit rate 0.08% among 96,000; purified PLAP, luminescent substrate; higher % means a stronger effect; in the data active = a potency from the dose series; inactive = the rest, 99 in 100 with inhibition below about 30%; also: strong numbers were not always called active
NFkB transloc inh: inhibitors of IL-1B driven NFkB p65 nuclear import, primary screen, imaging, HUVEC, IL-1B stimulus, high-content imaging. HUVEC IL-1B NFkB p65 nuclear translocation imaging. inhibition, % at 2 µM. hit rate 0.43% among 94,000;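 active = inhibition above about 30% together with a positive call from visual inspection of the well image, limit read from the data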;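 also: nuclear over cytoplasmic p65 intensity ratio measured by imaging; 0% = IL-1B stimulated DMSO wells and 100% = unstimulated DMSO wells; values of inactives mirror those of a sister screen read the other way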
MRP reversal: reversal of MRP1-mediated doxorubicin resistance, primary screen, H69AR cells, doxorubicin co-treatment. H69AR cells + 2 uM doxorubicin, CellTiter-Glo, 72 h. differential viability (reversal), % at 10 µM. hit rate 0.04% among 85,000. AID 602, 2007;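 active = viability drop by adding the cancer drug above about 55%, with treated viability meeting a 40% cutoff, limit read from the data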;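 also: viability without doxorubicin minus viability with 2 µM doxorubicin for each compound; larger differential means the compound sensitizes cells more to doxorubicin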
IL1B NFkB pot: enhancers of NFkB p65 translocation in HUVEC – imaging, IL-1B stimulus, high-content imaging, primary screen. AID 819, 2007. hit rate 0.3% among 94,000. activation, % at 2 µM. HUVEC IL-1B NFkB p65 nuclear translocation imaging;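 active = activation above 40%, about the mean plus 3 SD, also judged a hit on visual image review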;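 also: percent activation is computed from the nuclear over cytoplasmic p65 intensity ratio; values of inactives mirror those of a sister screen read the other way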
Bcl-B TR3 displacers: displacers of TR3 peptide from Bcl-B, primary screen, selectivity assay for Bfl-1 inhibitor project, biochemical, fluorescence polarization. FP displacement of FITC-TR3 peptide from Bcl-B; higher % means a stronger effect. displacement, % at 20 µM; hits with a dose series show IC50 in µM. hit rate 0.11% among 96,000;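 active = displacement above 50% at 20 µM plus a fluorescence interference ratio under 1.5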;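 also: plate controls were wells without compound for no effect and wells lacking Bcl-B protein for full effect; a part of the inactive calls stands beside numbers as strong as those of hits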
MRP reversal cytotoxicity: recorded beside MRP reversal, whose call it bears; viability, %; H69AR cells, CellTiter-Glo, 72 h; measured here: cytotoxicity without doxorubicin
MRP reversal with doxorubicin: second read-out of MRP reversal, no call of its own (marks repeat the call); viability, %; measured here: viability with 2 uM doxorubicin; hits give low values
NFkB transloc inh cell count 2 µM: also measured in NFkB transloc inh; calls as there; cell count; measured here: cells passing quality filter;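 raw number of nuclei counted in each imaged well without normalization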
IL1B NFkB pot cell count 2 µM: recorded beside IL1B NFkB pot, whose call it bears; cell count; measured here: cells passing quality filter
* hit, by the source's call; . = no result given. The list is partial. The share of hits here may be higher or lower than overall.

Values in the order: PLAP inhibition, NFkB transloc inh, NFkB transloc inh cell count 2 µM, MRP reversal, MRP reversal cytotoxicity, MRP reversal with doxorubicin, IL1B NFkB pot, IL1B NFkB pot cell count 2 µM, Bcl-B TR3 displacers
Nc1ccc(SCCN2C(=O)c3ccccc3C2=O)cc1
 : -27%, 5, 74, 13, 95, 82, -5, 74, 4%
COC(=O)c1cc(Br)c(=O)n(CCc2ccccc2)c1
 : 30%, 0, 104, 10, 91, 80, 0, 104, 3%
COc1cccc(/C=N/NC(=O)C(=O)NCc2cccnc2)c1
 : -9%, -22, 100, ., ., ., 22, 100, -6%
CCOC(=O)C(C)c1nc2ccccc2[nH]c1=O (stereo not drawn)
 : -33%, 1, 65, 36, 93, 57, -1, 65, -7%
COC(=O)c1cc(=O)n(CCc2ccccc2)c(=Nc2ccc(F)cc2)s1
 : 21%, -10, 69, 0, 1, 1, 9, 69, -6%
CCCCN1C(=O)C2ON(c3ccccc3C)C(c3ccco3)C2C1=O (stereo not drawn)
 : 12%, -9, 89, 13, 91, 78, 9, 89, -2%
CC(C)OC(=O)c1nnn(-c2nonc2N)c1CN1CCCCCC1
 : -24%, -12, 111, -6, 80, 86, 12, 111, -5%
O=C(CN1C2=NCCCN2c2ccccc21)c1cccs1
 : 26%, -29, 167, -6, 93, 99, 29, 167, 5%
COc1ccccc1N(C(=O)Cn1nnc2ccccc21)C(C(=O)NCc1ccco1)c1ccc(C)o1 (stereo not drawn)
 : -53%, -4, 117, -5, 99, 104, 4, 117, -2%
CO/N=C/c1ccc(N2CCN(C(=O)c3cccc(Cl)c3)CC2)c([N+](=O)[O-])c1
 : -29%, 1, 89, ., ., ., -1, 89, 0%
COc1cccc(OCCOc2cccc(/C=N/n3cnnc3)c2)c1
 : -20%, -29, 120, 6, 84, 78, 29, 120, 0%
O=C(ON=C1CCN(c2ccc([N+](=O)[O-])cc2)CC1)c1ccccc1
 : 2%, -8, 185, ., ., ., 8, 185, 10%
O=C(COc1ccc2ccccc2c1)Nc1nc2ccccc2[nH]1
 : 6%, -11, 167, -11, 89, 100, 11, 167, -4%
COC(=O)Nc1ccc(S(=O)(=O)N2CCCCC2)cc1
 : 13%, -7, 198, -14, 86, 100, 7, 198, -3%
O=C(C/C=N/OCc1ccc(Cl)cc1Cl)c1ccc(Cl)cc1
 : -20%, 4, 120, ., ., ., -4, 120, 4%
Cc1ccc(S(=O)(=O)c2nc(N3CCOCC3)sc2Cl)cc1
 : -1%, -13, 132, 19, 83, 64, 13, 132, -3%
O=C(Nc1ccc(S(=O)(=O)N2CCCc3ccccc32)cc1)C1CCCO1 (stereo not drawn)
 : -45%, 0, 115, -13, 53, 66, 0, 115, -2%
Cc1ccsc1-c1ccnc(-n2cccc2)n1
 : 2%, 8, 116, ., ., ., -8, 116, -2%
COc1ccccc1CCNCc1ccc(OC)c(OCc2ccccc2)c1
 : -48%, 6, 128, ., ., ., -6, 128, 22%
CCc1nnc(NC(=O)CSc2nc(C3CCCCC3)nc3ccccc23)s1
 : -18%, 14, 154, ., ., ., -14, 154, 4%
Nc1cc(Br)c(N)c(Br)c1
 : 8%, ., ., -13, 23, 36, ., ., 3%
CCN(C(=O)CN1CCN(c2ccc(OC)cc2)CC1)c1c(N)n(Cc2ccccc2)c(=O)[nH]c1=O
 : -4%, -17, 148, -16, 90, 106, 17, 148, -14%
CCCc1cc(=O)oc2cc(C)c(CN3CCCC3)c(O)c12
 : -51%, ., ., 22, 93, 71, ., ., -26%
CC1(C)CC(=O)C2=C(C1)NC(=O)CC2c1ccc(N(CCC#N)CCC#N)cc1 (stereo not drawn)
 : 0%, ., ., 2, 92, 91, ., ., -9%
CC(=O)c1c[nH]c(C(=O)NCC2CCCO2)c1 (stereo not drawn)
 : 14%, 2, 119, ., ., ., -2, 119, 3%
CCC1(C)N(O)C(C)(C)C(c2ccc(F)cc2)=[N+]1[O-] (stereo not drawn)
 : ., -4, 128, -3, 92, 94, 4, 128, .
O=S(=O)(Cc1cc(Sc2ccccc2)nc(-c2ccccc2)n1)c1ccccc1
 : -3%, -8, 167, -7, 84, 91, 8, 167, 0%
Cc1ccc(-c2noc(CN(C(=O)CCCCCN3C(=O)c4ccccc4C3=O)C(C)C)n2)cc1
 : -39%, -3, 109, 3, 91, 88, 3, 109, 4%
CC(C)C(=O)NNc1nc2ccccc2s1
 : 2%, -7, 161, ., ., ., 7, 161, -3%
O=C(NCCc1ccccc1)c1cc(-c2ccco2)on1
 : ., 8, 184, 34, 110, 76, -9, 184, .

Three compounds out of the list, arranged by formula weight, falling:
Values in the order: PLAP inhibition, NFkB transloc inh, NFkB transloc inh cell count 2 µM, MRP reversal, MRP reversal cytotoxicity, MRP reversal with doxorubicin, IL1B NFkB pot, IL1B NFkB pot cell count 2 µM, Bcl-B TR3 displacers
CC1(C)CC(=O)C2=C(C1)NC(=O)CC2c1ccc(N(CCC#N)CCC#N)cc1 (stereo not drawn)
 : 0%, ., ., 2, 92, 91, ., ., -9%
Cc1ccc(S(=O)(=O)c2nc(N3CCOCC3)sc2Cl)cc1
 : -1%, -13, 132, 19, 83, 64, 13, 132, -3%
O=C(CN1C2=NCCCN2c2ccccc21)c1cccs1
 : 26%, -29, 167, -6, 93, 99, 29, 167, 5%

Sorted by the number under PLAP inhibition (falling): five from the list above.
SMILES,PLAP inhibition
COC(=O)c1cc(=O)n(CCc2ccccc2)c(=Nc2ccc(F)cc2)s1,21%
O=C(COc1ccc2ccccc2c1)Nc1nc2ccccc2[nH]1,6%
CC(C)C(=O)NNc1nc2ccccc2s1,2%
COc1cccc(OCCOc2cccc(/C=N/n3cnnc3)c2)c1,-20%
COc1ccccc1N(C(=O)Cn1nnc2ccccc21)C(C(=O)NCc1ccco1)c1ccc(C)o1 (stereo not drawn),-53%

The listing picks up with the 2 entries that preceded the break.
Values in the order: PLAP inhibition, NFkB transloc inh, NFkB transloc inh cell count 2 µM, MRP reversal, MRP reversal cytotoxicity, MRP reversal with doxorubicin, IL1B NFkB pot, IL1B NFkB pot cell count 2 µM, Bcl-B TR3 displacers
CC(C)C(=O)NNc1nc2ccccc2s1
 : 2%, -7, 161, ., ., ., 7, 161, -3%
O=C(NCCc1ccccc1)c1cc(-c2ccco2)on1
 : ., 8, 184, 34, 110, 76, -9, 184, .
Cn1cccc1-c1nc2ccccc2n1Cc1ccccc1
 : 14%, -11, 148, 2, 84, 82, 11, 148, -4%
COc1ccc(/C=N/NC(=O)COc2ccccc2-c2ccccc2)cc1
 : -31%, 18, 89, ., ., ., -18, 89, -6%
Cc1nnsc1NC(=O)OCC(C)(C)C
 : 9%, 7, 178, 13, 98, 84, -7, 178, -2%
COCCNC(=O)C(C)N(c1ccc(OC)cc1)S(C)(=O)=O (stereo not drawn)
 : 4%, 0, 145, 1, 93, 92, 1, 145, -2%
C=C(C)c1cccc(C(C)(C)NC(=O)N2CCCC(C)C2)c1 (stereo not drawn)
 : ., 5, 87, 4, 96, 92, -5, 87, .
CCC(c1nnnn1Cc1ccco1)N(CCc1ccccc1)Cc1cc2cc(C)ccc2[nH]c1=O (stereo not drawn)
 : -22%, ., ., 11, 22, 11, ., ., -46%
O=C(/C=C/C=C/c1ccccc1)CC1(O)C(=O)N(CCc2ccccc2)c2ccccc21 (stereo not drawn)
 : 3%, -9, 171, ., ., ., 9, 171, 3%
O=C(CSc1ccc2nnc(-c3ccccn3)n2n1)NCc1ccco1
 : ., -1, 58, 18, 81, 63, 1, 58, .
CC(C)(C)c1ccccc1NC(=O)c1cccnc1
 : 0%, 2, 113, -9, 82, 91, -2, 113, 1%
COC(=O)c1ccccc1-c1ccc(/C=C2\C(=O)N(c3ccccc3)N=C2c2ccccc2)o1
 : 31%, -3, 152, ., ., ., 3, 152, 10%
CC(=O)C(C)Oc1cc(C)cc2oc(=O)c(C)c(C)c12 (stereo not drawn)
 : -8%, 6, 152, -1, 86, 88, -6, 152, -2%
Cc1noc(C)c1C(=O)N(CC(=O)NC1CCCC1)Cc1ccccc1F
 : -2%, -11, 155, ., ., ., 11, 155, 7%
COc1c(F)c(F)c(C(=O)Nc2ccc(N3CCN(Cc4ccccc4)CC3)cc2)c(F)c1F
 : 4%, -10, 173, -13, 52, 64, 10, 173, 14%
COc1ccccc1N1CCN(C(=O)C(F)F)CC1
 : 6%, -1, 195, 2, 103, 101, 1, 195, 12%
CCCCOc1ccc(/C=C2/Sc3ccccc3C2=O)cc1
 : 17%, 4, 181, ., ., ., -4, 181, 52%
Cc1cc(C)cc(OC(C)c2ccnc3nc(/N=C/N(C)C)nn23)c1 (stereo not drawn)
 : -18%, -3, 125, ., ., ., 3, 125, 7%
C#CC(C)(CC)NC(=O)Cn1nnc(-c2ccc(S(C)(=O)=O)cc2)n1 (stereo not drawn)
 : -1%, -36, 151, 15, 110, 96, 36, 151, 10%
CNc1ccccc1-c1nc2ccccc2n(C)c1=O
 : 28%, -26, 135, 8, 109, 101, 26, 135, -6%
Cc1nn(C)c(C(=O)Nc2ccn(Cc3ccccc3F)n2)c1[N+](=O)[O-]
 : -9%, 5, 173, ., ., ., -5, 173, 3%
Cc1cc(C)nc(NC(=O)/C=C/c2ccc(Cl)cc2Cl)c1
 : 10%, -4, 175, ., ., ., 4, 175, -6%
COc1ccc(C2CC(C(F)(F)F)n3ncc(C(=O)NCC4CCCO4)c3N2)cc1OC (stereo not drawn)
 : -39%, 0, 118, ., ., ., 0, 118, 2%

One compound at a time (already shown).
Cc1noc(C)c1C(=O)N(CC(=O)NC1CCCC1)Cc1ccccc1F across the screens: PLAP inhibition: -2%; NFkB transloc inh: -11; NFkB transloc inh cell count 2 µM: 155; MRP reversal: .; MRP reversal cytotoxicity: .; MRP reversal with doxorubicin: .; IL1B NFkB pot: 11; IL1B NFkB pot cell count 2 µM: 155; Bcl-B TR3 displacers: 7%
COc1c(F)c(F)c(C(=O)Nc2ccc(N3CCN(Cc4ccccc4)CC3)cc2)c(F)c1F across the screens: PLAP inhibition: 4%; NFkB transloc inh: -10; NFkB transloc inh cell count 2 µM: 173; MRP reversal: -13; MRP reversal cytotoxicity: 52; MRP reversal with doxorubicin: 64; IL1B NFkB pot: 10; IL1B NFkB pot cell count 2 µM: 173; Bcl-B TR3 displacers: 14%
